EPAC2 antagonist: blocks human EPAC2 exchange factor; Q8WZA2; EPAC2 GEF exchange of Rap1B-BODIPY-GDP, fluorescence; Potency, µM (doses to about 114 µM), for the others: at the highest dose activity, negative = inhibition, most hits filed as inhibitors; 360,000 compounds, 0.18% hits; AID 720708; further: potency means the concentration at half of the fitted maximal effect; on the % scale 0 is the no-effect control and ±100 the full control effect; nearly all actives have a fitted effect of over 45% in size; many of its hits are not listed in these tables
DRD3 agonist: agonists of human D3 dopamine receptor; P35462; D3R DiscoveRx beta-arrestin cells, luminescence, 90 min; max activation, %; 410,000 compounds, 0.58% hits; AID 652048; in the data active means max activation above about 30%; further: 0% is about no effect; mostly tested at two doses, the higher about 12 µM
Target sequence (P35462 whole entry, looked up): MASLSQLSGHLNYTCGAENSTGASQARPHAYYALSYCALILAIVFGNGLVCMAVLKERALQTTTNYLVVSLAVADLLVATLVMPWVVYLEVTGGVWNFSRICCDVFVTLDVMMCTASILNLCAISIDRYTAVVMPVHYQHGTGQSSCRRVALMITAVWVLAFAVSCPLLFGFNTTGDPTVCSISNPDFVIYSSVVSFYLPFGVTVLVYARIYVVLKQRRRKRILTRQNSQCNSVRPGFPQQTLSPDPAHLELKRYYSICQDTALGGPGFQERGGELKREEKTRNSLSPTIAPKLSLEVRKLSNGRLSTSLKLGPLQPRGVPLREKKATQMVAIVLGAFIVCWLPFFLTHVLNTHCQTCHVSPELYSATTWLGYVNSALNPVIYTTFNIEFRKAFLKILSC
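Agonist mode: compounds and dopamine controls were applied to plated cells for 90 min at 37 degrees C after an overnight attachment at 1500 cells/well. Luminescent read-out followed 30 - 60 minutes at room temperature with DiscoveRx detection reagent.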
CCT modulator: cytosolic chaperonin activity modulation. purified chaperonin ATPase assay, HTRF ADP detection, 30 min. AID 651819. 360,000 compounds, 0.3% hits. activity change, % (test concentration not listed), hits read low; in the data active means activity change below about -30%; further: on the % scale 0 is the no-effect control and ±100 the full control effect
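ATPase activity: ADP formed was measured by HTRF Transcreener (665/615 nm ratio) after 30 min at 37 deg C with 10 uM ATP. Compounds screened at one 76 uM concentration against 40 or 20 nM TRiC in Tris pH 7.4/KCl/MgCl2/DTT buffer.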
PTHR1 ag: activates the human parathyroid hormone receptor PTHR1 | Q03431 | HEK293 GP2 PTHR1 cells, GloSensor cAMP luminescence, 1 h | 410,000 compounds, 0.075% hits | AID 743266 | Potency, µM (titrated, usually from 115 µM), inactives show top-dose activation, hits mostly activators; further: potency means the concentration at half of the fitted maximal effect; nearly all actives have a fitted effect of over 55% in size; some results filed as inactive show a strong effect at the top dose; inactives centre near -15; many of its hits are not listed in these tables
Target sequence (Q03431 whole entry, looked up): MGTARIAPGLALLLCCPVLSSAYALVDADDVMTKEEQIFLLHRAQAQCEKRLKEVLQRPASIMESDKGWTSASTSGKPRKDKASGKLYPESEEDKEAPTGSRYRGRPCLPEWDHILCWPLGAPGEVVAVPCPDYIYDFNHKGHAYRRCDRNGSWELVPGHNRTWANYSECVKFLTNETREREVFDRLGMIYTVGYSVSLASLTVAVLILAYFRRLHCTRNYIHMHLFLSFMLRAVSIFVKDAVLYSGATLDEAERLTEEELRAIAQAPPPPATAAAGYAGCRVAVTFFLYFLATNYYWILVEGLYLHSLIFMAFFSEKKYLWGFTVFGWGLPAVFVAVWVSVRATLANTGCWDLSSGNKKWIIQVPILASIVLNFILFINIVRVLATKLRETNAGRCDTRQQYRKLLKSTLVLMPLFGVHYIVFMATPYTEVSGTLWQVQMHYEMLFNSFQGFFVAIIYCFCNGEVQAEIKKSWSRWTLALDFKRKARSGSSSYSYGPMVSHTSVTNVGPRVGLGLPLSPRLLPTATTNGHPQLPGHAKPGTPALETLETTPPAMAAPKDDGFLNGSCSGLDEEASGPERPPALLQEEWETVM
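HEK-293-derived GP2 cells expressing PTHR1 and a GloSensor cAMP reporter, 3,000/well, plated overnight, given luciferin plus IBMX (each 0.5 mM as added) for 1 h at 37 °C, then compound for 1 h at 37 °C. Luminescence was read after 15 min at room temperature.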
EPAC2 agonist: activates human EPAC2 exchange factor. Q8WZA2. Potency, µM (doses to about 154 µM), for inactives: at the top dose activation, actives largely listed as activators. EPAC2 activation, biochemical qHTS; response scale: 100% = 6.5 mM cAMP response. 360,000 compounds, 0.079% hits; further: potency means the concentration at half of the fitted maximal effect; nearly all actives have a fitted effect of over 50% in size
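Readout is BODIPY fluorescence (480 nm excitation, 540 nm emission), which falls as labeled GDP is exchanged off Rap1B. EPAC2 at 100 nM acted on 250 nM RAP1B-BODIPY-GDP with 50 uM GDP present.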
DRD3 antagonist: antagonists of human D3 dopamine receptor; D3R cells, DiscoveRx beta-arrestin luminescence, antagonist mode; stronger effect = lower value; AID 652054; max response, negative = inhibition, %; P35462; 360,000 compounds, 2.5% hits; in the data active means max response below about -50%; inconclusive means no clear call, values can overlap the other calls; further: on the % scale 0 is the no-effect control and ±100 the full control effect; mostly tested at two doses, the higher about 12 µM
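Cells expressing the human receptor were seeded at 1500 cells/well, incubated overnight at 37 degrees C in 5% CO2, then exposed to library compounds with dopamine controls for 90 minutes at 37 degrees C before luminescent detection.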
Mm-Cpn inhibitor: inhibitors of Methanococcus maripaludis chaperonin (MmCpn); purified Mm-Cpn ATPase, ADP Transcreener TR-FRET; Potency, µM (doses to about 76.9 µM), inactives show at the top dose activity, negative = inhibition, usual class: inhibitors; 330,000 compounds, 0.031% hits; further: potency means the concentration at half of the fitted maximal effect; on the % scale 0 is the no-effect control and ±100 the full control effect; nearly all actives have a fitted effect of over 80% in size
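ATP (10 uM final) was added to archaeal chaperonin (25 nM final) after 10 min exposure to test compound at 37°C; after 30 min further incubation, ADP was detected by competitive TR-FRET.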
pAkt inh: blocks phosphorylation of Akt. Neuro2A IGF-stimulated pAkt S473 HTRF, 20 min; stronger effect = lower value. activity change, % for hits at 50 µM. 360,000 compounds, 0.32% hits; in the data active means activity change below about -80%; inconclusive means mostly about -51% to -80%; further: on the % scale 0 is the no-effect control and ±100 the full control effect
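Neuro2A cells in DMEM with 0.5% FBS, overnight at 37 deg C, given compound at single 50 µM final, then IGF (6 nM final) for 20 min at 37 deg C. Lysed; phospho-Akt Ser473 by HTRF after 24 h, 665/615 ratio.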
An asterisk follows results filed as active; i = inactive; ? = inconclusive; nt = no result given; [ ] = another dose, or the depositor's remark. Unless noted, the call rests on the fitted dose curve; in most records, active means well fitted curve in the direction sought with a large enough effect; inconclusive means small, poorly fitted or top-dose-only effect, or another doubt; inactive means no such curve, though single readings can be large; an effect the other way counts as inactive or inconclusive. Not all compounds are listed (hit frequency here may not be typical).

SMILES	EPAC2 antagonist	DRD3 agonist	CCT modulator	PTHR1 ag	EPAC2 agonist	DRD3 antagonist	Mm-Cpn inhibitor	pAkt inh
CC(C)N(CCc1ccncc1)C(=O)Nc1ccc(F)cc1	18%	0	-7.2	-3%	-1%	10	-1%	i
COc1ccc(-c2noc(CCC(=O)O)n2)cc1	-4%	5	-0.8	-15%	5%	12	0%	i
CC(NC(=O)c1ccccc1Cl)c1nnc(SCC(=O)Nc2ccc(C(=O)O)cc2)n1C (stereo not given)	3%	-2	0.4	i	-4%	-4	-2%	i
CC1CCN(C(=O)C(C)NCc2ccc(F)cc2)CC1 (stereo not given)	10%	-9	-1.2	i	0%	-15	-2%	i
CC1CCCCN1C(=O)Cn1c(=O)n(CCC(=O)NCc2ccco2)c(=O)c2sccc21 (stereo not given)	9%	11	-2.6	-24%[57.5 µM]	-9%	-1	0%	i
COc1ccc(-c2cc(NC(C)=O)c3ncc(-c4ccc(OC)c(OC)c4)n3c2)cc1OC	-7%	2	0.7	i	10%	6	nt	i
CC(C)=CCc1c(O)ccc(C(=O)Cc2ccccc2)c1O	-18%	-2	0.2	-19%	-5%	-11	2%	i
COC(=O)c1ccccc1-c1ccc(C(c2c(C)[nH][nH]c2=O)c2c(C)[nH][nH]c2=O)o1	8%	3	-1.0	-17%	13%	-24	3%	i
CCOC1(OCC)OC(c2ccccc2)=C(C#N)C(C=Cc2ccccc2)C1(OCC)OCC (stereo not given)	-14%	1	0.0	-8%	2%	-22	nt	i
CCOc1ccccc1C(=S)NC1CCCCC1	-4%	2	2.1	i	-2%	-9	-1%	i
COc1ccc(CCC2(C)OCC(CCCCO)O2)cc1 (stereo not given)	1%	-3	0.5	-5%	9%	5	nt	i
O=C(CCCOC(=O)c1cccnc1Cl)c1ccc(Br)cc1	-19%	3	-0.3	-36%[inhibitor]	7%	8	1%	i
COc1ccc(/C=C(\NC(=O)c2ccccc2)C(=O)NCCN2CCOCC2)cc1	-15%	-2	-0.2	i	3%	-7	2%	i
Cc1ccc(SCCC(=O)N/N=C/c2cccnc2)cc1	-3%	3	-1.3	-17%	8%	-9	1%	i
CCOc1ccccc1NC(=O)CSc1nnc(Cc2cccn2C)n1-c1ccc(F)cc1	-11%	1	1.6	i	12%	8	-7%	i
Cc1cccc(NC(=O)CN2C(=O)N/C(=C/c3cc(C)n(C)c3C)C2=O)c1	5%	-2	-0.4	2%	-4%	-6	-13%	i
Cc1nn(C)c(C)c1S(=O)(=O)N(CC(=O)NCCN1CCOCC1)c1ccc(C(C)C)cc1	10%	-4	-1.4	-8%	7%	30	1%	i
COc1ccc(C)cc1N1CC(C(=O)Nc2ccccc2C(=O)NC2CC2)CC1=O (stereo not given)	8%	6	0.5	i	-9%	17	3%	i
Cc1nc(C(=O)Nc2ccccc2Cl)cc2c1[nH]c1ccccc12	2%	0	-2.0	-1%	5%	1	-4%[15.4 µM]	i
CC(NC(=O)CCNC(=O)N1CCn2c1nc1ccccc12)c1ccccc1 (stereo not given)	-7%	2	2.0	i	2%	-1	1%	i
S=C(Nc1ccc2c(c1)OCO2)N1CCN(Cc2ccco2)CC1	-5%	-6	-2.6	-79%[inhibitor]	6%	-17	-8%	i
O=C(Nc1ccccc1N1CCCC1)C1CCN(S(=O)(=O)c2ccccc2C(F)(F)F)CC1	0%	-2	-0.8	-20%	4%	13	1%	i
CC12CCC(C[N+](C)(C)C1)C2(C)C (stereo not given)	2%	-4	1.0	-46%[inhibitor]	1%	-1	-3%	i
CNC(=S)N(Cc1ccc2c(c1)OCO2)C1CC(=O)N(c2ccccc2)C1=O (stereo not given)	-9%	5	-2.0	-9%	7%	3	0%	i
Cc1c(CN2CCCC(C(=O)Nc3cccc(-n4cccn4)c3)C2)cnn1C (stereo not given)	10%	0	0.5	i	8%	-1	-2%	nt
CCOC(=O)C1CCCN(C(=O)COc2ccccc2O)C1 (stereo not given)	1%	-7	1.5	i	1%	4	2%	i
COc1ccc(S(=O)(=O)N2CCC(C(=O)Nc3nnc(C)s3)CC2)cc1OC	-5%	-3	-4.3	i	2%	-7	0%	i
CCCc1cc(=O)[nH]c(SCC)n1	16%	-25	-1.0	i	-3%	-15	1%	i
Cc1ccc(N2C(=O)NC(NC(=O)C(C)(C)C)(C(F)(F)F)C2=O)cc1C (stereo not given)	-6%	-12	0.1	-21%	-4%	2	-1%	i
O=C(O)CCC(=O)CCC(=O)c1ccc(Cl)cc1	6%	4	-0.9	-4%[57.5 µM]	6%	3	0%	i
O=c1c2cn[nH]c2nc(SCc2cc(=O)n3cc(Br)ccc3n2)n1-c1ccc(Br)cc1	-3%	1	-1.6	i	9%	-23	?	i
Cc1ccc(NC(=O)c2cccnc2C(=O)O)nc1	7%	-9	0.8	-30%	9%	-2	-2%	i
CC1(C)CC(=O)C(N=Nc2cccc(F)c2C#N)=C(O)C1	-8%	-13	-4.0	-22%	2%	-3	3%	i
CC(/C=N/NC(=O)c1ccc(Cn2cc([N+](=O)[O-])cn2)o1)=C\c1ccccc1	-25%	19	-0.6	-56%[inhibitor]	5%	-1	1%	i
O=C(OCn1nnc2ccccc2c1=O)c1cc(-c2ccccc2Cl)nc2ccccc12	5%	25	1.8	i	-7%	0	2%	i
C=CCNS(=O)(=O)c1cc2c3c(c1)CCN3C(=O)CC2	-6%	1	-1.0	i	6%	-9	-1%	nt
CCOC(=O)C1CCCN(S(=O)(=O)c2cccc3cccnc23)C1 (stereo not given)	1%	-1	-0.6	i	4%	9	0%	i
CC(C(=O)N1CCc2ccccc21)N(C)CC(=O)Nc1cccc(F)c1 (stereo not given)	20%	-27	-2.5	i	0%	-28	3%	i
CCOC(=O)C1CCN(CC(=O)c2c(C)[nH]c3ccccc23)CC1	11%	1	-4.5	i	-4%	1	2%	i
Cc1ccc(C)c(NC(=S)N/N=C2\CCc3ccccc32)c1	6%	-1	-0.9	-32%[inhibitor]	1%	-28	-1%	i
COCCn1c(N)c(NCc2ccccc2)c(=O)n(CC(=O)Nc2cc(C)ccc2C)c1=O	-7%	6	0.7	-31%[57.5 µM]	7%	-14	0%	-108%*
O=C(NCCN1C(=O)S/C(=C\c2cccnc2)C1=O)C1CC(=O)N(Cc2ccco2)C1 (stereo not given)	-4%	1	0.3	i	5%	10	1%	i
Cc1c(C(=O)NCc2ccc(C#N)cc2)sc(=O)n1Cc1ccc(C(=O)N(C)C)cc1	12%	-2	1.2	i	5%	16	nt	i
O=C(CSc1ncn[nH]1)N/N=C/c1ccc(Br)cc1	8%	3	1.0	i	8%	-5	-3%	nt
COc1cccc(CNc2nc3cc(-c4cccc(OC)c4)sc3c(=O)n2C)c1	-8%	18	-1.2	-40%[inhibitor]	9%	25	nt	i
CC(=O)NN1CCc2cc3ccc(C)cc3nc21	10%	-6	-7.0	-1%	18%	-9	-2%	i
Cc1ccc(S(=O)(=O)N2CCN(C(=O)COC(=O)c3cccc(Cl)c3)CC2)c(C)c1	4%	-1	-0.7	-84%[inhibitor]	11%	7	1%	i
CN(C(=O)COc1cc(=O)n(C)c2ccccc12)c1ccc(Br)cc1	6%	2	-0.1	-13%	9%	5	-4%	i
COc1ccc(C(=O)N/N=C(/C)c2ccc(N3CCCCC3)cc2)cc1	0%	-18	-0.7	-15%	1%	19	0%	i
O=C1C=C(OCCF)CC(c2ccc(Br)cc2)O1 (stereo not given)	-11%	3	nt	-1%	5%	5	nt	i

4 entries from above, sorted by formula weight, smallest number first:
SMILES	EPAC2 antagonist	DRD3 agonist	CCT modulator	PTHR1 ag	EPAC2 agonist	DRD3 antagonist	Mm-Cpn inhibitor	pAkt inh
COc1ccc(-c2noc(CCC(=O)O)n2)cc1	-4%	5	-0.8	-15%	5%	12	0%	i
CCOc1ccccc1C(=S)NC1CCCCC1	-4%	2	2.1	i	-2%	-9	-1%	i
CCOC(=O)C1CCCN(C(=O)COc2ccccc2O)C1 (stereo not given)	1%	-7	1.5	i	1%	4	2%	i
COc1ccc(C(=O)N/N=C(/C)c2ccc(N3CCCCC3)cc2)cc1	0%	-18	-0.7	-15%	1%	19	0%	i

Next section
SMILES	EPAC2 antagonist	DRD3 agonist	CCT modulator	PTHR1 ag	EPAC2 agonist	DRD3 antagonist	Mm-Cpn inhibitor	pAkt inh
Cc1ccc(N=C/C(C(=O)C(F)(F)F)=C(\O)c2ccco2)cc1Cl	-4%	-5	-1.8	-43%	25%	0	2%	i
CCOC(=O)[C@@H]1[C@H]2COc3ccccc3[C@@H]2N2C(=O)N(c3ccccc3)C(=O)[C@@]12C	6%	0	-1.1	-35%[inhibitor]	7%	-27	-1%	i
CC(C)CCNC(=O)C1CC(c2cccc(F)c2)=NO1 (stereo not given)	-21%	-2	0.7	-6%	7%	0	1%	i
O=C(COC(=O)c1cccc(Br)c1)NCCc1ccccc1	-20%	-2	1.0	i	6%	3	1%	i
O=C(NN=C1CCCC1)c1cc(Cl)cc(Cl)c1O	7%	-1	0.6	-43%	5%	2	1%	i
CC(C)(C)n1ncc2c(=O)n(CC(=O)c3ccccc3)cnc21	-1%	4	-0.9	-9%[57.5 µM]	-7%	56	-1%	-115%*
OCC[C@H]1C[C@H](O)[C@@H](O)[C@@]2(Cc3ccccc3CCO2)O1	15%	-11	-2.3	-17%	2%	20	-2%	i
Cn1nc(C(F)(F)F)c(-c2ccc(F)cc2)c1NC(=O)c1ccco1	-5%	4	0.5	i	4%	-7	0%	i
O=C(NCCc1ccccc1)C1=COCCO1	4%	-13	-1.9	-18%	1%	7	-2%	i
Clc1ccc(-c2nnsc2SCc2ccccc2)cc1	15%	-5	-2.2	i	23%	-27	-2%	i
CC(C)c1ccc(C(=O)NCc2ccc(Cl)cc2)cc1	-6%	1	-3.2	i	-7%	?	1%	i
Cc1ccc(NC(=O)COC(=O)[C@H](C)NC(=O)c2ccccc2)cc1S(=O)(=O)N1CCOCC1	7%	2	-2.4	-1%	9%	-7	3%	i
Cc1cc(CCC(=O)O)c(C)cc1CCC(=O)O	8%	-11	-8.8	i	-14%	-52*	0%	i
Cc1onc(-c2ccccc2)c1C(=O)Nc1nncs1	19%	5	-2.0	-7%	2%	-5	0%	i
